# HMGR II inh: E. faecalis class II HMG-CoA reductase inhibition. purified E. faecalis HMGR, NADPH absorbance 340 nm kinetic. inhibition, % at 10 µM. actives 0.41% (n = 190,000);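 active = inhibition above a set limit, the median over all tested compounds plus 3 SD, cut at about 9.5% in these data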;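 note: enzyme runs in reverse so mevalonate oxidation gives rising NADPH absorbance; 0% = complete reaction with DMSO and 100% = background rate lacking mevalonate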
# TNAP inh no acc: inhibitors of human TNAP without phosphate acceptor | P05186 | inhibition, % at 20 µM | actives 0.26% (n = 200,000) | purified TNAP, CDP-star luminescence, 30 min;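 active = tissue-nonspecific alkaline phosphatase inhibition above about 50% at 20 µM in the single-dose screen, limit read from the data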;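 note: 0% = DMSO negative control and 100% = EDTA positive control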
# Diaphorase inh: inhibits diaphorase or chemically oxidizes, flagging diaphorase assay artifacts | AID 1217 | diaphorase resazurin-to-resorufin fluorescence, NADH, 16 min; bacterial (C. kluyveri) enzyme, not human | actives 0.69% (n = 190,000) | inhibition, % at 20 µM;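 active = primary screen inhibition at 20 µM above a set limit, cut at about 50% in these data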;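 note: plate controls were DMSO with full reaction for no effect and wells lacking NADH for full effect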
#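 Detection: fluorescence of resorufin formed from resazurin, Ex 544/Em 590 nm; test system: Clostridium kluyveri diaphorase enzyme; amount: 0.14 U/mL diaphorase, enzyme working solution; times: 16-min room-temperature incubation before reading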
# G6PDH counter: inhibits Leuconostoc G6PDH, flagging false hits in G6PDH-based assays. Purified L. mesenteroides G6PDH, diaphorase/resazurin coupled fluorescence, 45 min. inhibition, % at 5 µM. actives 0.12% (n = 200,000); in the data active = inhibition above about 50%
# PMI act satM6P: PMI (human) activation, high substrate; coupled PMI enzyme assay, resazurin fluorescence, 20 min; hits give high values; 1 = untreated enzyme, 0 = substrate-free blank; activation factor at 20 µM; actives 0.34% (n = 190,000); AID 1216;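 active = activation factor of 2 or more at 20 µM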
# Target sequence (P34949 whole entry, looked up): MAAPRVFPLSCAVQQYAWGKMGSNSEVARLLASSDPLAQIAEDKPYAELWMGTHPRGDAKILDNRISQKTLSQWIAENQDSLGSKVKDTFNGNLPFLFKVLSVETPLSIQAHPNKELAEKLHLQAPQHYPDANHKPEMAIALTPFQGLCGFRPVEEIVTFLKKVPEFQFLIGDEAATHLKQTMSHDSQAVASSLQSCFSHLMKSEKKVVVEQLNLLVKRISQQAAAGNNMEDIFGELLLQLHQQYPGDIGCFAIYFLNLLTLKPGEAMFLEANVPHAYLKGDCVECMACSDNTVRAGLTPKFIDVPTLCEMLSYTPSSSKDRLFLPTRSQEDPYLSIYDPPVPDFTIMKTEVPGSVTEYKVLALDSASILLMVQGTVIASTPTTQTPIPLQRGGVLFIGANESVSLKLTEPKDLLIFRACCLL
#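 Test system – human PMI in coupled enzyme assay · Timing – 20 min incubation at room temperature · Detection – Diaphorase-driven resazurin-to-resorufin fluorescence, excitation 544, emission 590 nm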
# TNAP inh hiacc: inhibitors of human TNAP at high phosphate acceptor concentration; inhibition, % at 20 µM; purified TNAP, CDP-star luminescence, 1 M DEA; actives 0.03% (n = 200,000); AID 1135;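 active = over 50% inhibition of tissue-nonspecific alkaline phosphatase at 20 µM in the single-dose screen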;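 note: plate controls were DMSO wells for no effect and EDTA-quenched wells as full inhibition for full effect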
# TNAP act hiacc: increases human TNAP activity under high phosphate acceptor concentration; P05186; purified TNAP, CDP-star luminescence, 1 M DEA, 30 min; hits give high values; 0 = EDTA background, 1 = DMSO-only activity; activation factor at 20 µM; 200,000 tested, under 10 active;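 active = activation factor at least 2 at 20 µM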
#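 system = human TNAP | amount = enzyme diluted 1/800 final | reagent = 100 µM CDP-star substrate | signal = luminescent substrate turnover signal | dosing = one dose, 20 µM | benchmarks = EDTA negative control, DMSO positive control | measure = activation factor | timing = 30 min reaction, room temperature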
# PMI act: increases human mannose-6-phosphate isomerase activity; purified human PMI, coupled resazurin fluorescence, 20 min; hits give high values; 1 = vehicle control, 0 substrate-free wells; P34949; actives 0.005% (n = 190,000); activation factor at 20 µM;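 active = activation factor of 2 or more at 20 µM, relative to plate controls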
# FLuc stim CS: affects firefly luciferase, flagging false hits in luciferase stimulation screens; 200,000 tested, under 10 active; P08659; AID 1027; activation factor at 10 µM; ATPlite luciferase biochemical, luminescence, 10 min; 0 = ATP-free wells, 1 = DMSO control;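 active = luciferase activation factor, scaled between plate controls, of at least 2 with compound at 10 µM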
# Target sequence (P08659 whole entry, looked up): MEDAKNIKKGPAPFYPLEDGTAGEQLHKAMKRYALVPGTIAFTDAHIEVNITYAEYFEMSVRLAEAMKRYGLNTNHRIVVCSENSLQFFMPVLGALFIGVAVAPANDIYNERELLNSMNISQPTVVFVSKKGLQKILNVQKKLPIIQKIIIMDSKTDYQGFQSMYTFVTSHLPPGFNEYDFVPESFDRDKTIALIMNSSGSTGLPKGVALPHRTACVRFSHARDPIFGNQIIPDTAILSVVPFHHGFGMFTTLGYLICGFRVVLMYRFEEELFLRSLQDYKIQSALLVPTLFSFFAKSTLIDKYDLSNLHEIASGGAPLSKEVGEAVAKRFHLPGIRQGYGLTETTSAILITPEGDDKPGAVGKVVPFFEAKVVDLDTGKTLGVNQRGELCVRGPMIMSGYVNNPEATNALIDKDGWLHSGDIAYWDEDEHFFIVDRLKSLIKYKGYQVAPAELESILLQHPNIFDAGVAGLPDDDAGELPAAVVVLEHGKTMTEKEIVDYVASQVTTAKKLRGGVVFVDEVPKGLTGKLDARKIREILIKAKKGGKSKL
#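 Material: Luciferase/luciferin reagent mix; Doses: test compounds dosed from 2 mM stocks in 100% DMSO; Schedule: 10 min incubation after luciferase reagent addition, room temperature; Measured by: luminescence from luciferase reaction; Read-out: luminescence gain marking luciferase activators.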
# Diaph act CS: activates diaphorase or chemically reduces, flagging diaphorase assay artifacts | actives 0.005% (n = 190,000) | activation factor at 20 µM | Diaphorase/resazurin coupled assay, resorufin fluorescence, 16 min; hits give high values; 1 = vehicle wells, 0 = NADH-free wells;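 active = diaphorase activity raised at least twofold by the compound at 20 µM; inactive = activation factor below 2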
#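 Test system: Clostridium kluyveri diaphorase, purified enzyme; input: enzyme 0.07 U/mL final; buffer or medium: 50 mM HEPES pH 7.4 with 4.542 mM MgCl2, 0.005% Tween 20; also added: 0.114 mM NADH and 0.1 mM resazurin, final amounts; schedule: 16 min enzyme reaction, ambient temperature; technique: fluorescence of resorufin, 544 nm excitation, 590 nm emission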
# * marks the source's active call; other numbers are inactive results.
SMILES,HMGR II inh,TNAP inh no acc,Diaphorase inh,G6PDH counter,PMI act satM6P,TNAP inh hiacc,TNAP act hiacc,PMI act,FLuc stim CS,Diaph act CS
O=C(/C=C\c1ccccc1)Nc1ccc(NC(=O)c2ccco2)cc1,-1,-10,0,-1,1,3,1,1.1,1,1
COc1ccc(C(=O)c2c[nH]cc2-c2ccccc2)cc1,-2,-6,15,1,0.9,-1,1,0.9,1,0.8
Cc1ccccc1OCC(=O)NCCN(C)C,-2,-16,3,6,1.1,-6,1.1,1.1,1,1
Cc1cccc(C)c1OCCOC(=O)c1n[nH]c2ccccc12,9,-91,22,0,0.9,0,1,0.8,1,0.8
C=C(c1ccc(O)cc1)c1ccc(O)cc1,-1,-9,15,-13,1,-2,1,0.9,1.1,0.9
CCS(=O)(=O)n1nc(-c2cccnc2)nc1NCc1ccc(F)cc1,6,1,4,7,1.1,-2,1,1.1,1.1,1
CS(=O)(=O)N1CCN(C(=O)c2ccccc2F)CC1,-2,-11,10,2,1,0,1,1,1.1,0.9
Fc1ccc(N2Cc3ccsc3C=N2)cc1,-2,-5,-1,4,1,0,1,1.1,1,1
O=C(Nc1nc2c(s1)CCCC2)c1cc2n(n1)C(C(F)(F)F)CC(C1CC1)N2 (stereo not drawn),-6,-1,26,10,0.9,-4,1,0.9,1,0.7
CC1=C(C(=O)Nc2ccc(F)cc2)C(c2ccncc2)C2=C(CCCC2=O)N1 (stereo not drawn),0,-8,4,16,1,-2,1,1.1,1,1
CCC1=NC(c2ccccc2Cl)N(O)C1(C)C (stereo not drawn),-6,-12,11,0,1.1,-3,1,1.1,1.1,0.9
Cc1cc(Oc2nnnn2-c2ccccc2)ccc1Cl,1,-3,20,1,0.9,-2,1,0.9,1,0.8
Cc1ccc(N2CCN(C(=S)Nc3ccccc3)CC2)cc1,-2,-12,-7,2,1.1,-4,1,1.1,1,1.1
O=C(COc1ccc2ccccc2c1)NNC(=O)c1cccs1,-9,-108,12,5,0.9,-1,1,0.8,1,0.9
COc1cc(OC)cc(C(=O)N(Cc2cc3cc(C)ccc3[nH]c2=O)C(C)C)c1,-6,-5,5,13,1,-3,1,1,1,1
O=C(COC(=O)COc1ccccc1[N+](=O)[O-])Nc1cccc(Br)c1,1,-10,17,-11,1,-5,1,0.9,1,0.8
CCOC(=O)C(NC(=O)c1ccccc1)=C1C=C(C)OC(C)=C1,-8,-13,25,4,0.8,-6,1.1,1,1.1,0.7
Nc1nc(SCC(=O)Nc2cccc(S(=O)(=O)N3CCCCCC3)c2)n[nH]1,-1,-44,7,-1,1,-2,1,0.9,0.9,0.9
COc1ccc(C2C(C(=O)Nc3cccc(OC)c3)c3ccccc3C(=O)N2C)cc1 (stereo not drawn),-2,-36,10,2,1,-2,1,1,1.1,0.9
O=C(COC(=O)c1ccc2ccccc2n1)c1ccc(F)cc1,1,-8,16,13,0.9,-5,1.1,0.9,0.8,0.8
Cc1c(O)ccc2c3c(c(=O)oc12)CCCC3,-2,-11,12,2,1,-1,1,1,1,0.9
O=C(CC1C(=O)NCCN1C(=S)Nc1ccccc1)Nc1ccc2c(c1)OCCO2 (stereo not drawn),1,-8,8,6,1,-3,1,1,1,0.9
COC(=O)C1=C(CSc2nncn2C)NC(=O)NC1c1ccc(F)cc1 (stereo not drawn),-1,6,-3,4,1.2,2,1,1.3,1.1,1
c1ccc(CN2CCN(c3nc(-c4ccccc4)nc4ccccc34)CC2)cc1,0,1,-4,6,1,-5,1,1,1,1
O=C(c1ccc(CSc2ccc(Cl)cc2)cc1)N1CCCC1,-1,-5,18,8,0.9,-8,1.1,1,1,0.8
# Other results:
SMILES,HMGR II inh,TNAP inh no acc,Diaphorase inh,G6PDH counter,PMI act satM6P,TNAP inh hiacc,TNAP act hiacc,PMI act,FLuc stim CS,Diaph act CS
Cc1cccc(NC(=O)c2ccc(N3CCCCC3)c([N+](=O)[O-])c2)n1,-2,3,8,-4,0.9,5,1,0.9,0.6,0.9
C=CCNc1sc(C(=O)c2ccccc2)c(N)c1-c1nc2ccccc2s1,4,8,20,2,1,3,1,1.1,1.1,0.8
NS(=O)(=O)c1ccc(NC(=O)C2(c3ccccc3)CCCC2)cc1,-5,-6,2,-3,1,-3,1,1,1,1
Nn1c(-c2cccs2)nc2sc3c(c2c1=O)CCCC3,-5,-6,23,2,0.9,-6,1.1,0.8,0.5,0.8
COc1ccc(NC(=O)C(c2ccccc2)N2CCN(c3ccccn3)CC2)cc1Cl (stereo not drawn),-12,-53,17,2,0.9,-10,1.1,1,1,0.8
CCOC(=O)C1(Cc2ccccc2)CCN(Cc2cc(=O)c3ccccc3[nH]2)CC1,-2,-6,9,11,0.9,-3,1,1,1,0.9
COc1ccc(/C=C(/C#N)C(=O)Nc2cccc([N+](=O)[O-])c2)cc1C(=O)O,-8,-11,21,-1,0.9,-4,1,1,1.1,0.8
O=C1CSC(=S)N1N1C(=O)c2cccc([N+](=O)[O-])c2C1=O,-3,22,17,15,0.8,2,1,0.8,1,0.8
CC1=CC2=NC(=O)/C(=C\c3cc(C)n(-c4ccc(F)cc4)c3C)C(=N)N2O1,-3,-11,16,-2,0.9,-1,1,1,1.1,0.8
CCOC(=O)CSc1n[nH]c(NC(=O)NC(C)C)n1,-1,-3,9,20,1,-2,1,1,1,0.9
COc1ccc(-c2n[nH]c(=S)n2/N=C/C=C\c2ccccc2OC)cc1,-2,30,26,-20,0.9,11,0.9,0.7,0.9,0.7
O=S(=O)(Nc1ccc(N=Nc2ccc(O)c3ccccc23)cc1)c1ccccc1,-3,53*,0,-4,0.8,49,0.5,0.9,1,1
O=C(Nc1nccc(-c2cccs2)n1)c1ccccc1Cl,-4,0,-4,-1,1.1,6,0.9,1.1,1,1
CC(C)Cc1nc(N2CCN(C(=O)c3ccco3)CC2)c(C#N)c2c1CCC2,0,-5,21,6,0.9,-3,1,0.8,1.1,0.8
O=C(/C=C/c1c(Cl)cccc1Cl)Nc1ccncc1,-2,-6,31,6,0.9,-8,1.1,0.9,0.8,0.7
N/C(CC(=O)Nc1cccc(C(F)(F)F)c1)=N/O,-4,-6,9,12,1,-9,1.1,1.1,1.1,0.9
O=C(O)C1=C(OCc2ccc(F)c(F)c2)C(=O)NCC1,-2,-2,6,12,1,-1,1,1,1.1,0.9
CCOC(=O)c1c(NC(=O)c2c(C(=O)O)cccc2[N+](=O)[O-])sc(C)c1C,-4,-19,18,8,0.9,-3,1,1,1.1,0.8
COc1cc(SC#N)ccc1N=Cc1c(C)[nH]n(-c2cccc3ccccc23)c1=O,-8,-2,-8,0,1,6,0.9,1,0.9,1.1
CC(C)CC(NC(=O)c1ccccc1)C(=O)OCC(=O)Nc1ccc(Br)cn1 (stereo not drawn),-1,-8,14,-15,0.9,2,1,0.9,1,0.9
O=C(CSc1nnc(-c2ccc(O)cc2)n1Cc1ccccc1)NNC(=O)c1ccc(Br)cc1,-3,-96,10,-17,1,-2,1,0.9,1,0.9
C=CCNC(=O)c1ccc(Cl)cc1Cl,-1,0,3,0,1,0,1,1,1,1
Cn1c(SCC(=O)N2CCCCC2)nc2cccnc21,-3,-14,11,4,1,-4,1,1.1,1,0.9
Cc1nc(C(=O)NC(C)C)nn1-c1cc(Cl)cc(Cl)c1,-8,-13,0,-6,1.1,-5,1,1.1,1.1,1
CC(Sc1cccc[n+]1[O-])C(=O)Nc1cccc([N+](=O)[O-])c1 (stereo not drawn),-3,-8,20,1,1,-8,1.1,1,1,0.8
O=C(c1cccc([N+](=O)[O-])c1)n1nc(-c2ccccc2)nc1NCc1ccccc1,-7,26,14,-21,1.1,-4,1,0.9,1.1,0.9
O=C(Nc1ccccc1OC(F)F)C1CCCN1C(=O)c1cccs1 (stereo not drawn),5,-12,17,0,1,-9,1.1,1.1,1,0.8
O=C(Nc1cccc(Cl)c1)NC1CC2CCC(C1)N2Cc1cccs1 (stereo not drawn),-8,-13,9,7,0.9,-9,1.1,1,1.1,0.9

# Filtered by structure: those above with an aryl thioether with sulfur outside any ring.
SMILES,HMGR II inh,TNAP inh no acc,Diaphorase inh,G6PDH counter,PMI act satM6P,TNAP inh hiacc,TNAP act hiacc,PMI act,FLuc stim CS,Diaph act CS
Nc1nc(SCC(=O)Nc2cccc(S(=O)(=O)N3CCCCCC3)c2)n[nH]1,-1,-44,7,-1,1,-2,1,0.9,0.9,0.9
COC(=O)C1=C(CSc2nncn2C)NC(=O)NC1c1ccc(F)cc1 (stereo not drawn),-1,6,-3,4,1.2,2,1,1.3,1.1,1
O=C(c1ccc(CSc2ccc(Cl)cc2)cc1)N1CCCC1,-1,-5,18,8,0.9,-8,1.1,1,1,0.8
CCOC(=O)CSc1n[nH]c(NC(=O)NC(C)C)n1,-1,-3,9,20,1,-2,1,1,1,0.9
O=C(CSc1nnc(-c2ccc(O)cc2)n1Cc1ccccc1)NNC(=O)c1ccc(Br)cc1,-3,-96,10,-17,1,-2,1,0.9,1,0.9
Cn1c(SCC(=O)N2CCCCC2)nc2cccnc21,-3,-14,11,4,1,-4,1,1.1,1,0.9
CC(Sc1cccc[n+]1[O-])C(=O)Nc1cccc([N+](=O)[O-])c1 (stereo not drawn),-3,-8,20,1,1,-8,1.1,1,1,0.8
